Screens from PubChem.
SIRT5 inh = blocks human SIRT5 desuccinylation of peptide. hit rate 1.1% among 330,000. Purified SirT5, succinyl-peptide AMC, trypsin-coupled fluorescence. Q9NXA8. inhibition, % at 15 µM; in the data active means inhibition above about 15%; inconclusive means no clear call, values can overlap the other calls
miR-122 sensor = inhibitors of miR-122 in Huh7 cells; Huh7 miR-122 Renilla luciferase sensor, 48 h; neutral wells = 0, positive control = 100; hit rate 0.3% among 340,000; activation (reporter increase), % at 12.5 µM;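 active means mean replicate activation score at least 90 and every replicate individually at or above 90; inconclusive means only one of the two criteria met; inactive means neither criterion met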;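 further: higher luciferase means less miR-122 activity so hits act as miR-122 inhibitors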
ERAP1 inh = ERAP1 (human) enzyme inhibition; hit rate 0.15% among 340,000; inhibition, % at 10.7 µM; recombinant ERAP1, Leu-AMC fluorescence, 60 min;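 active means mean replicate inhibition of at least 30%, or all replicates individually reaching that 30% level; inactive means mean below 30% and not every replicate reaching it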;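 further: 0% = neutral control wells and 100% = L-leucinethiol positive control wells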
Target sequence (Q9NZ08 whole entry, looked up): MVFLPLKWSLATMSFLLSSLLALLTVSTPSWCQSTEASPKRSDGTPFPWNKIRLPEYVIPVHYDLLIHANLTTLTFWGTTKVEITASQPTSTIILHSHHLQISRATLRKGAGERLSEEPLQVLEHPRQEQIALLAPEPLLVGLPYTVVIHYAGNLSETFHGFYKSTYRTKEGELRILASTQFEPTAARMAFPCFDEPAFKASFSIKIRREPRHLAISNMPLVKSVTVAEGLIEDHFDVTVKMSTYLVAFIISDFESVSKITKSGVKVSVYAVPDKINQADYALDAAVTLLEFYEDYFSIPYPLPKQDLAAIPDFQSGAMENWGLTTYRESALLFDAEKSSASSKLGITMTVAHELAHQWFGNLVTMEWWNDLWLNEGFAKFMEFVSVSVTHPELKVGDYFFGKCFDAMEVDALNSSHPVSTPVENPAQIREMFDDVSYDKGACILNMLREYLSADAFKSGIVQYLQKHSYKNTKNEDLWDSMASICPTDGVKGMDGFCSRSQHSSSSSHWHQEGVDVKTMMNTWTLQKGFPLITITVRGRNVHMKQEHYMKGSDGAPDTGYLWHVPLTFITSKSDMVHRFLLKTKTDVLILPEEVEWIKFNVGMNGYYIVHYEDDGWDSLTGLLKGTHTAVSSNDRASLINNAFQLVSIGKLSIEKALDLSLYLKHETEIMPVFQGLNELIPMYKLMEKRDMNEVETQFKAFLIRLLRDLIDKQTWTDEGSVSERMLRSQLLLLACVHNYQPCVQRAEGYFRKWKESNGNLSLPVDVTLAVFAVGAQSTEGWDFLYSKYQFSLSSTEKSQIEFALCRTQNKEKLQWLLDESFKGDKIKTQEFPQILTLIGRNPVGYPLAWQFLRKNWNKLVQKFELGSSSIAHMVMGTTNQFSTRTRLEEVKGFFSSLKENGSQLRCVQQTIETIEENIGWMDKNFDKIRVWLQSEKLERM
DENV2 CPE = DENV2-induced cell death inhibition. DENV2-infected cells, cytopathic effect rescue, plate reader. CPE inhibition, % at 9.99 µM. hit rate 1.7% among 350,000. AID 651640; in the data active means CPE inhibition above about 20%, passing the limit was not always enough; inconclusive means no clear call, values can overlap the other calls; tested in BHK-21 cells;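 further: 0% = median of neutral control wells and 100% = median of positive control wells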
ERp5 inh = blocks human ERp5 reductase activity on insulin; ERp5 insulin aggregation, absorbance 650 nm, 90 min; hit rate 0.05% among 350,000; inhibition, % at 9.99 µM; AID 651711; Q15084;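 active means mean replicate inhibition above about 25%, with every replicate also reaching it, limit read from the data, passing the limit was not always enough; inconclusive means only one of those two criteria met; inactive means neither criterion met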
F508del corr = CFTR F508del correction in bronchial cells; CFBE cells, YFP halide quenching; stimulated with forskolin plus potentiator P3; % fluorescence drop versus neutral controls; activity (quench increase), % at 7.58 µM; hit rate 0.36% among 350,000;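 active means mean added fluorescence quench of at least 8% versus neutral control, with both replicates also reaching 8%; inconclusive means only one of the mean or replicate conditions met; inactive means mean below 8% and not both replicates reaching 8%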;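 further: cells transiently co-express mutant CFTR-F508del with the halide-sensitive YFP; corrector assay measuring rescue of mutant channel to the surface after 24 h compound exposure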
Casp6 inh = inhibitors of human caspase-6 | P55212 | purified caspase-6, Z-VEID-R110 cleavage fluorescence | inhibition, % at 12.5 µM | hit rate 0.53% among 350,000 | AID 686996;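 active means mean inhibition across replicates at least about 35%, with every replicate also reaching that limit, limit read from the data; inconclusive means only one of the two criteria met; inactive means neither criterion met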;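 further: 0% = median of neutral control wells and 100% = no fluorescence left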
Starred values were filed as active, the others as inactive; ? = inconclusive; . = no result given; [ ] = another dose, or the depositor's remark.

canonical_smiles	SIRT5 inh	miR-122 sensor	ERAP1 inh	DENV2 CPE	ERp5 inh	F508del corr	Casp6 inh
COCC(=O)Nc1ccc2c(c1)C(=O)N(C)C[C@H](OC)[C@@H](C)CN(CC1CCCCC1)[C@@H](C)CO2	1.8	2.7[16.7 µM]	-1.4	.	-1.4	-0.2	-1.8
O=C(NC[C@H]1[C@H](c2ccccc2)[C@@H](CO)N1C(=O)Cc1ccncc1)C1CCC1	.	0.0[16.7 µM]	-0.3	7.3	0.6	2.1	1.7
N#C[C@H]1[C@@H](c2ccc(C#Cc3ccc(F)cc3)cc2)[C@H](CO)N1C(=O)C1CC1	0.5	.	0.8	.	-0.8	4.2	-0.3
CC(C)(C)NC(=O)NC(=O)COC(=O)c1c(F)cccc1Cl	-6.8	-2.3	8.1	4.4	-7.7	1.1	2.2
S=C1NC2(CCCCC2)Nc2ccccc21	-1.5	.	1.5	-1.3	-7.8	-3.7	1.5
COc1ccc(NC(=O)N(C)C[C@@H]2Oc3ccc(NS(C)(=O)=O)cc3CC(=O)N([C@@H](C)CO)C[C@H]2C)cc1	0.0	-4.2[16.7 µM]	0.3	4.0	-16.8	-1.2	-1.9
COc1cc(C)c(CN2CCN(S(=O)(=O)c3ccc(Cl)s3)CC2)cc1OC	-5.2	3.7	1.9	2.9	.	6.1	-0.1
CC(CCN1CCN=C1Nc1ccccc1)c1ccccc1 (stereo not drawn)	.	4.8	1.4	2.0	3.3	-0.7	-1.2

(listing goes on)
canonical_smiles	SIRT5 inh	miR-122 sensor	ERAP1 inh	DENV2 CPE	ERp5 inh	F508del corr	Casp6 inh
COC(=O)CSc1nnc(CNC(=O)c2cccs2)n1-c1cc(OC)ccc1OC	-6.0	-2.4	-2.6	10.0	-3.9	1.5	-1.3
COc1ccc(C(C)NC(=O)Cc2cccs2)cc1OC (stereo not drawn)	-3.3	.	-0.6	-5.2	-9.3	2.6	0.7
Cc1ccc(-c2nnc(N3CC(C)OC(C)C3)c3ccccc23)cc1 (stereo not drawn)	-1.5	.	4.5	4.1	5.1	0.5	2.7
COCCCN(C(=O)Nc1ccc(C)c(C)c1)C(C)c1ccccn1 (stereo not drawn)	-0.9	-2.9	4.8	?	5.1	-2.7	-1.3
O=C(CSc1ccc(Cl)cc1)Nc1nnc(-c2cccc([N+](=O)[O-])c2)s1	3.6	-3.8	-2.6	17.7	7.9	0.6	-0.7
CCOC(=O)c1ccccc1NC(=O)C1CC(=O)N(C2CCCC2)C1 (stereo not drawn)	1.6	-2.8	-20.1	-10.4	0.4	-0.2	6.2
C[C@@H]1CN([C@H](C)CO)C(=O)c2cccc(NS(=O)(=O)c3cn(C)cn3)c2O[C@@H]1CN(C)Cc1ccc(C(=O)Nc2ccccc2N)cc1	-4.9	.	0.1	-6.5	-5.5	1.4	-2.7
Cc1cc(C(=O)COC(=O)c2nn(C)c(=O)c3ccccc23)c(C)n1C	-5.1	2.6	-2.3	-1.2	-3.3	0.9	2.0

Further compounds
canonical_smiles	SIRT5 inh	miR-122 sensor	ERAP1 inh	DENV2 CPE	ERp5 inh	F508del corr	Casp6 inh
CCC(c1nnnn1-c1ccc2c(c1)OCCO2)N1CCN(c2ccc(C)cc2)CC1 (stereo not drawn)	1.8	.	2.5	-4.0	-7.1	4.0	-1.7
CN(C)c1ccc(P(=O)(OC2CCCCC2)C(O)c2ccccn2)cc1 (stereo not drawn)	.	1.8	-0.7	-4.2	0.6	1.2	-1.6
O=C(c1ccc(Cl)c(S(=O)(=O)N2CCCCCC2)c1)N1CCOCC1	-1.6	-3.7	0.9	14.1	2.4	-0.2	3.2
O=C(O)/C=C\c1cccc(-n2nnnc2SCc2ccccc2F)c1	-0.7	-2.1	-6.5	-2.9	3.6	-0.3	-0.8
CCN1C(=O)[C@H]2[C@@H](c3ccc(C)cc3)N[C@]3(CCCN(Cc4ccccc4)C3=O)[C@H]2C1=O	-1.6	3.5	-0.8	-4.0	-2.4	0.5	14.3
COc1ccc(NC(=O)CC2C(=O)N(c3ccc(Cl)cc3)C(=S)N2NC(=O)c2cccc(F)c2)cc1 (stereo not drawn)	0.1	0.3	-0.1	?	-4.3	1.1	-4.0
CCOC(=O)CCCC(=O)Nc1ncnc2c1C(c1ccccc1)c1c(ccc3ccccc13)O2 (stereo not drawn)	.	12.7	1.2	-2.5	-5.0	0.5	0.6
CC(C)NC(=O)N(C)C[C@H]1Oc2ccc(NC(=O)CCN3CCOCC3)cc2C(=O)N([C@@H](C)CO)C[C@@H]1C	1.5	-1.2[16.7 µM]	-0.3	-2.2	3.6	0.6	1.0

Retrieved one by one from above (2):
canonical_smiles	SIRT5 inh	miR-122 sensor	ERAP1 inh	DENV2 CPE	ERp5 inh	F508del corr	Casp6 inh
CCN1C(=O)[C@H]2[C@@H](c3ccc(C)cc3)N[C@]3(CCCN(Cc4ccccc4)C3=O)[C@H]2C1=O	-1.6	3.5	-0.8	-4.0	-2.4	0.5	14.3
CCC(c1nnnn1-c1ccc2c(c1)OCCO2)N1CCN(c2ccc(C)cc2)CC1 (stereo not drawn)	1.8	.	2.5	-4.0	-7.1	4.0	-1.7

Carrying on:
canonical_smiles	SIRT5 inh	miR-122 sensor	ERAP1 inh	DENV2 CPE	ERp5 inh	F508del corr	Casp6 inh
COc1ccc(N2CC(NS(=O)(=O)c3cccs3)CC2=O)cc1 (stereo not drawn)	2.1	3.1	-4.8	3.4	7.2	-2.2	-2.7
COc1ccc(S(=O)(=O)N2CCOCC2)cc1NC(=O)CSc1ccc(F)cc1	-4.1	2.1	0.6	-4.2	1.6	-1.1	0.7
CCCC(=O)Nc1ccc2c(c1)OC[C@H](C)N(C)C[C@@H](C)[C@H](OC)CN(C)C2=O	-6.5	0.6[16.7 µM]	-1.5	-2.5	1.9	.	-9.0
O=C(NCC1CCCO1)c1cc2nc(-c3ccco3)cc(C(F)(F)Cl)n2n1 (stereo not drawn)	-1.6	.	-0.4	?	3.9	-2.3	7.5
COc1ccccc1C(=O)NC(=O)Nc1c(C)cc(C)cc1C	-3.8	.	-0.8	0.5	-5.2	-5.8	-2.8
CCCCNc1c(-c2ccc(SC(C)CC)c(OC)c2)nc2ccc(C)cn12 (stereo not drawn)	.	-3.0	.	-1.4	-7.0	8.3*	-0.9
CCOc1ccc(OCCC(=O)OCC(=O)NCc2ccccc2)cc1	0.8	.	-0.4	-1.1	7.3	-1.3	-1.8
COc1ccc(C(=O)OCC(=O)N2C(C)CCCC2C)cc1[N+](=O)[O-] (stereo not drawn)	5.2	.	7.8	-6.4	1.8	1.3	-2.2

Continuation.
canonical_smiles	SIRT5 inh	miR-122 sensor	ERAP1 inh	DENV2 CPE	ERp5 inh	F508del corr	Casp6 inh
C[C@H](CO)N1C[C@H](C)[C@H](CN(C)S(=O)(=O)c2cccs2)OCCCC[C@H](C)Oc2ccc(NS(=O)(=O)c3ccccc3)cc2C1=O	1.2	-4.8[16.7 µM]	2.7	-1.8	-2.9	2.6	0.9
O=C(O)CC/C(=N/Nc1ncc(C(F)(F)F)cc1Cl)C(=O)O	3.7	.	1.5	-4.5	-0.8	6.8	0.2
COc1cc(-c2noc(CCCC(=O)Nc3cccnc3)n2)cc(OC)c1OC	-4.5	.	.	4.0	1.5	-1.4	3.0
COc1ccc2[nH]c3c(=O)n(CCCCCC(=O)NCCC(C)C)c(=S)[nH]c3c2c1	-0.9	.	-2.3	-0.2	0.4	-0.2	-0.3
Fc1cc(F)c2nc(N3CCCC3)sc2c1	4.3	.	-1.1	-5.2	3.6	-0.5	1.9
CSCCCN1CCCC(CO)(Cc2ccc(F)cc2)C1 (stereo not drawn)	-1.8	3.9	1.7	0.1	1.5	0.0	-1.9
O=C(CN1CCOCC1)N1CC[C@@H]2[C@H](CO)Nc3ccc(-c4ccc(F)cc4)cc3[C@@H]21	-18.2	-9.0[16.7 µM]	-3.0	-13.6	-1.5	1.6	14.2
CN(c1ccccc1)S(=O)(=O)c1cccc(NC(=O)CN2CCCc3ccccc32)c1	0.8	1.1	-4.5	-3.9	-2.3	-0.9	4.0

Whole records as entered above. Screens in order: SIRT5 inh, miR-122 sensor, ERAP1 inh, DENV2 CPE, ERp5 inh, F508del corr, Casp6 inh
Listed for COc1ccc2[nH]c3c(=O)n(CCCCCC(=O)NCCC(C)C)c(=S)[nH]c3c2c1 = -0.9, ., -2.3, -0.2, 0.4, -0.2, -0.3
Listed for O=C(O)CC/C(=N/Nc1ncc(C(F)(F)F)cc1Cl)C(=O)O = 3.7, ., 1.5, -4.5, -0.8, 6.8, 0.2

(continued)
canonical_smiles	SIRT5 inh	miR-122 sensor	ERAP1 inh	DENV2 CPE	ERp5 inh	F508del corr	Casp6 inh
CCc1ccc(NC2=CC(=O)C(=O)c3ccccc32)cc1	2.1	.	-5.8	8.0	-0.8	-1.9	28.8
Cc1ccccc1N1CC(C(=O)Nc2ccc3c(c2)OCO3)CC1=O (stereo not drawn)	0.4	-0.3	-1.5	?	0.6	-0.5	3.5
C/C=C/c1ccc([C@@H]2[C@H]3CN(Cc4ccc(C)cc4)CC(=O)N3[C@H]2CO)cc1	-1.3	.	-0.8	8.6	2.8	-0.9	2.7
C[C@@H]1CCCCO[C@@H](CN(C)C)[C@@H](C)CN([C@H](C)CO)C(=O)c2cc(NC(=O)Nc3ccccc3)ccc2O1	2.6	10.1[16.7 µM]	-0.5	0.5	0.1	-3.9	0.7
N/C(=N\OC(=O)c1cc(Br)ccc1Cl)c1ccccn1	1.4	13.0	3.6	0.3	-4.0	-1.0	-0.7
O=C(NCC[C@H]1CC[C@@H](NS(=O)(=O)c2cccc(F)c2)[C@H](CO)O1)Nc1cc(F)ccc1F	1.6	.	1.4	-4.8	-3.6	1.5	1.0
COc1cc(NC(=O)c2cc(S(=O)(=O)N3CCCCC3)c[nH]2)cc(OC)c1	.	-3.5	.	?	1.8	2.0	-3.5
CO[C@@H]1CN(C)C(=O)c2cc(NC(C)=O)ccc2OC[C@H](C)N(Cc2ccccc2F)C[C@@H]1C	3.2	-5.6[16.7 µM]	1.0	-8.4	-5.2	3.2	1.5

Further compounds:
canonical_smiles	SIRT5 inh	miR-122 sensor	ERAP1 inh	DENV2 CPE	ERp5 inh	F508del corr	Casp6 inh
CCN(C(=O)COC(=O)c1ccc(S(=O)(=O)N2CCCc3ccccc32)cc1)C1CCS(=O)(=O)C1 (stereo not drawn)	1.4	.	9.5	-0.5	6.2	0.9	2.3
Cc1cc(=O)oc2ccc(OC(=O)CN3C(=O)c4cccc([N+](=O)[O-])c4C3=O)cc12	-7.2	.	3.9	-10.4	3.9	.	7.2
CC(C)C[C@@H]1CN=C(N)N1C[C@@H]1CCCN1C[C@@H](C(C)C)N1C[C@@H](Cc2ccccc2)N(CCCC2CCCC2)C1=N	-1.9	-3.6	-15.0	-6.2	-0.3	-2.4	23.5
O=C(C[C@H]1C=C[C@H](NC(=O)C2CCOCC2)[C@H](CO)O1)Nc1ccc(-c2ccccc2)cc1	-0.4	10.6[16.7 µM]	-3.9	1.2	6.0	4.5	-5.7
CC(=O)C[C@@H](O)CC(=O)[C@@H]1OC(=O)CCCCCCCc2ccccc21	-2.6	0.3	-5.8	-6.2	-1.4	-1.6	0.3
CCC(=O)N1CC[C@H]2[C@@H]1c1cc(-c3ccccc3F)ccc1N(C)[C@H]2CO	-1.1	7.0[16.7 µM]	2.2	12.9	9.2	-2.3	-1.4
C[C@@H]1CN([C@@H](C)CO)C(=O)c2cccc(NS(C)(=O)=O)c2O[C@@H]1CN(C)C(=O)Nc1ccc(F)cc1	-1.9	-1.1[16.7 µM]	-3.4	-7.2	1.8	-0.1	-1.8
COC(=O)c1ccc(NC(=O)CCN2C(=O)NC(C)(C)C2=O)cc1	-1.5	.	3.1	-6.4	0.6	1.7	0.4
COc1cccc(-c2ccc3n(c2=O)C[C@@H]2[C@@H](CO)[C@H](C(=O)N(C)C)[C@H]3N2C(=O)c2ccccn2)c1	-3.1	.	2.5	6.2	-0.7	.	-2.1
